Compound activity as filed in PubChem BioAssay.
NADH coupling: inhibition of NAD/NADH coupling enzymes, library profiling. coupled PK/LDH NADH assays, four targets. IC50, µM (series often up to 10 µM), for the others: at the highest dose inhibition. hit rate 0.02% among 65,000;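 active = single-dose screening hits from any of four coupled enzyme assays that gave an IC50 when retested across doses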;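 note: the DPM-DC format reads NADH fluorescence rather than 340 nm absorbance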
Hsp90 block: displaces geldanamycin probe from tumor Hsp90; P07900; NCI-N417 lysate Hsp90, Cy3B-geldanamycin FP displacement; inhibition, % at 30 µM; hit rate 0.35% among 64,000;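 active = inhibition above 50%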;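 note: 0% = tracer plus lysate wells and 100% = tracer alone without lysate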
D1 allo mod: D1 dopamine receptor (human) allosteric modulation; B-score at 10 µM; P21728; HEK293 D1, CRE-luciferase, dopamine EC30 potentiation; actives deviate in either direction; hit rate 5.9% among 58,000;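 active = luminescence count or its row- and column-corrected plate score outside the 99.7% band of the plate's sample wells, on either side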
Target sequence (P21728 whole entry, looked up): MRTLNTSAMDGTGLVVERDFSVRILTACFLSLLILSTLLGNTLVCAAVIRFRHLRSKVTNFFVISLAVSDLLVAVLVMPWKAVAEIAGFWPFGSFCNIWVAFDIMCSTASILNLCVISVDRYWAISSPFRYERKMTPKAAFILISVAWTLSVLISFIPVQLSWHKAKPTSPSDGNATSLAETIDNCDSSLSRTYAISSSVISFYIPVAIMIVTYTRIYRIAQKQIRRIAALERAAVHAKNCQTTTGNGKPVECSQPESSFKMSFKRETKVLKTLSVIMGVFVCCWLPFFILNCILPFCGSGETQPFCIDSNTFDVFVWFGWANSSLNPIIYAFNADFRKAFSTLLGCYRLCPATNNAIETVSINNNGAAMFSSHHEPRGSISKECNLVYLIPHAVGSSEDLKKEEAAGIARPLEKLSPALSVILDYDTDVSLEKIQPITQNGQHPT
5HT1a ag: activates the human 5-HT1a serotonin receptor; hit rate 0.56% among 65,000; P08908; activation, % at 10 µM; CHO 5-HT1a Ga15 NFAT-bla reporter, FRET ratio; 0% basal, 100% maximal reference agonist; AID 567;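 active = activation above the screen-wide mean activation plus 3 SD, cut at about 19% in these data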;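 note: 0% = DMSO wells and 100% = 5-CT at EC100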
M1 antagonist: blocks the rat M1 muscarinic receptor response to acetylcholine; P08482; CHO-M1 cells, Fluo-4 calcium, ACh EC80 antagonist mode; hits give low values; B-score at 10 µM; hit rate 3.4% among 64,000; AID 628;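 active = calcium fluorescence response, raw or row-and-column corrected B-score, differing from the plate sample mean either way at a set confidence level, mostly lower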
Target sequence (P08482 whole entry, looked up): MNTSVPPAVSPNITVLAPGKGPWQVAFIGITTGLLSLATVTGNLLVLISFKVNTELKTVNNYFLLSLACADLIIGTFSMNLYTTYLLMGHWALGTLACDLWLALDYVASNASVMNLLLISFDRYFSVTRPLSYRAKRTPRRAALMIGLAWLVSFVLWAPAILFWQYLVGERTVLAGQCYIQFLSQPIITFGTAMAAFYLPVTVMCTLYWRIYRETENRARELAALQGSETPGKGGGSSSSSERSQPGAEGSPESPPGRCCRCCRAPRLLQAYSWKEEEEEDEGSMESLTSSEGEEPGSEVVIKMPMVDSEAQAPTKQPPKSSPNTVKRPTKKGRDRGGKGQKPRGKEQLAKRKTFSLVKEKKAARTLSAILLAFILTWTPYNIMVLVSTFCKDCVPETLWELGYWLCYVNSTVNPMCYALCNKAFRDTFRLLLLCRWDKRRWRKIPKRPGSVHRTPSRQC
M1 ag: activates the M1 muscarinic receptor. CHO-M1 cells, Fluo-4 calcium fluorescence, agonist mode; hits give high values. B-score at 10 µM. hit rate 3% among 64,000;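 active = fluorescence rise, raw or as B-score row- and column-corrected plate score, outside the 99.7% band of its plate's samples, either direction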
Autofluor 339: intrinsic fluorescence of library compounds, ex339/em460 – biochemical, MLSMR library, data from DPM-DC assay, artefact control, profiling panel; fluorescence fold increase at 10 µM; AID 709; compound autofluorescence, ex339/em460 nm, NADH buffer; hits give high values; 1 = no-compound wells, NADH background; hit rate 5.5% among 65,000;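 active = at 10 µM, mean starting fluorescence two-fold or more over control wells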;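 note: signal is the first read of a kinetic run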
HER2 expr 66K: Her2 kinase expression inhibition. P04626. SKBR-3 HER2 protein level, AlphaScreen, 18-24 h; hits give low values. HER2 level % of control, % at 10 µM. hit rate 0.69% among 65,000. AID 645;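 active = HER2 level under 5% of the carrier-only control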;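 note: 100% = DMSO carrier and 0% = 500 nM PU-H71 HSP90 inhibitor; lower value means stronger loss of Her2 protein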
E coli RNAP: inhibitors of Escherichia coli RNA polymerase; P0A8V2; E. coli RNA polymerase, fluorescence transcription assay; hit rate 0.2% among 62,000; inhibition, %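 (tested at 10 µM)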; in the data active = inhibition above about 20%;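 note: 0% = enzyme without compound and 100% = no enzyme blank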
* hit, by the source's call; [ ] = another dose, or the depositor's remark.

What do the screens show for `COc1ccc2[nH]c(C)c(C(=O)CN3CC(C)OC(C)C3)c2c1` (centres undefined)?
NADH coupling: 5%; Hsp90 block: -2; 5HT1a ag: -1.7; M1 antagonist: -0.15; M1 ag: 0.085; Autofluor 339: 0.02; HER2 expr 66K: 127; E coli RNAP: 8

How did O=C(CSc1ccccc1Cl)c1ccco1 do in these assays?
NADH coupling: 9%; Hsp90 block: -6; D1 allo mod: 1.4; 5HT1a ag: -1.6; M1 antagonist: 1.5; M1 ag: -0.4; Autofluor 339: 1.1; HER2 expr 66K: 96; E coli RNAP: 5

What do the screens show for `Cn1c(CN2CCCC2)nc2cc(NC(=O)Nc3ccccc3)ccc21`?
NADH coupling: 1%; Hsp90 block: -7; D1 allo mod: -2.5; 5HT1a ag: -1.3; M1 antagonist: -1.6; M1 ag: 0.22; Autofluor 339: 1.1; HER2 expr 66K: 97; E coli RNAP: 10

How did CSc1nc(-c2ccccc2)nc(N2CCN(C)CC2)c1C(C)=O do in these assays?
NADH coupling: 2%; Hsp90 block: -5; D1 allo mod: -1.9; 5HT1a ag: 1.2; M1 antagonist: -0.64; M1 ag: -1.4; Autofluor 339: 1.1; HER2 expr 66K: 92; E coli RNAP: 4

Results for Cn1c(SCC(=O)NCc2ccc3c(c2)OCO3)nc2scc(-c3cccs3)c2c1=O ?
NADH coupling: 5%; Hsp90 block: -10; D1 allo mod: -0.76; 5HT1a ag: -0.9; M1 antagonist: 0.64; M1 ag: 0.13; Autofluor 339: 1.1; HER2 expr 66K: 73; E coli RNAP: 1

Results for Cn1cc(C(=O)NC2CCCCCC2)c(=O)c2cc(S(=O)(=O)N3CCCC3)ccc21 ?
NADH coupling: 6%; Hsp90 block: -1; D1 allo mod: -1; 5HT1a ag: -2.0; Autofluor 339: 1.1; HER2 expr 66K: 80; E coli RNAP: -3

How did COCC(C)N=CC1=C(O)CC(C)(C)CC1=O (centres undefined) do in these assays?
NADH coupling: 3%; Hsp90 block: -2; D1 allo mod: 0.048; 5HT1a ag: -3.9; M1 antagonist: 0.14; M1 ag: -0.0095; Autofluor 339: 1.1; HER2 expr 66K: 118; E coli RNAP: 11

How did O=S(=O)(c1cccc2cccnc12)N1CCN(Cc2ccc3c(c2)OCO3)CC1 do in these assays?
NADH coupling: 4%; Hsp90 block: -5; D1 allo mod: 1.5; 5HT1a ag: 0.2; M1 antagonist: -0.43; M1 ag: 0.7; Autofluor 339: 1.1; HER2 expr 66K: 110; E coli RNAP: 10

Results for c1nc(N2CCOCC2)c2sc3nc(N4CCOCC4)c4c(c3c2n1)CCCC4 ?
NADH coupling: 7%; Hsp90 block: -2; D1 allo mod: 0.55; 5HT1a ag: -2.4; M1 antagonist: 0.31; M1 ag: -0.04; Autofluor 339: 1.2; HER2 expr 66K: 25

How did Cc1sc2c(c1C)C(=O)NC(c1cccc(O)c1)N2 (centres undefined) do in these assays?
NADH coupling: 6%; Hsp90 block: -1; 5HT1a ag: -0.8; M1 antagonist: -0.019; M1 ag: -0.34; Autofluor 339: 1.1; HER2 expr 66K: 79; E coli RNAP: 7

Results for COCCN1C(=O)c2ccccc2C(C(=O)N2CCN(c3ccccn3)CC2)C1c1ccc(F)cc1 (centres undefined) ?
NADH coupling: 9%; D1 allo mod: -1.7; 5HT1a ag: -1.5; M1 antagonist: -0.17; M1 ag: 0.84; Autofluor 339: 1.2; HER2 expr 66K: 64; E coli RNAP: 4

Results for CCOc1ccccc1NC(=O)CSc1nc2c(c(=O)n1C)SC(C)C2 (centres undefined) ?
NADH coupling: 4%; Hsp90 block: -4; D1 allo mod: -0.54; 5HT1a ag: 19; M1 antagonist: -0.57; M1 ag: -0.51; Autofluor 339: 1; HER2 expr 66K: 67; E coli RNAP: 8

Part of the list above in order of count of non-hydrogen atoms, rising.
How did COCC(C)N=CC1=C(O)CC(C)(C)CC1=O (centres undefined) do in these assays?
NADH coupling: 3%; Hsp90 block: -2; D1 allo mod: 0.048; 5HT1a ag: -3.9; M1 antagonist: 0.14; M1 ag: -0.0095; Autofluor 339: 1.1; HER2 expr 66K: 118; E coli RNAP: 11

How did O=S(=O)(c1cccc2cccnc12)N1CCN(Cc2ccc3c(c2)OCO3)CC1 do in these assays?
NADH coupling: 4%; Hsp90 block: -5; D1 allo mod: 1.5; 5HT1a ag: 0.2; M1 antagonist: -0.43; M1 ag: 0.7; Autofluor 339: 1.1; HER2 expr 66K: 110; E coli RNAP: 10

Results for COCCN1C(=O)c2ccccc2C(C(=O)N2CCN(c3ccccn3)CC2)C1c1ccc(F)cc1 (centres undefined) ?
NADH coupling: 9%; D1 allo mod: -1.7; 5HT1a ag: -1.5; M1 antagonist: -0.17; M1 ag: 0.84; Autofluor 339: 1.2; HER2 expr 66K: 64; E coli RNAP: 4

The list goes on.
What do the screens show for `Cc1ccc(-c2nc(-c3ccccn3)no2)cc1`?
NADH coupling: 6%; Hsp90 block: -1; D1 allo mod: -7.6*; 5HT1a ag: 3.4; M1 antagonist: -0.59; M1 ag: 0.36; Autofluor 339: 1.1; HER2 expr 66K: 73; E coli RNAP: 3

Results for CC1(C)CC(=O)C2=C(C1)N(c1ccccc1C#N)C(N)=C(C#N)C2c1cccs1 (centres undefined) ?
NADH coupling: 8%; Hsp90 block: -4; D1 allo mod: 0.36; 5HT1a ag: 0.1; M1 antagonist: -0.67; M1 ag: -1.7; Autofluor 339: 1; HER2 expr 66K: 30; E coli RNAP: 13

What do the screens show for `CSc1nnnn1-c1cccc(O)c1`?
NADH coupling: 18%; Hsp90 block: 0; D1 allo mod: 1.1; 5HT1a ag: 0.1; M1 antagonist: -0.25; M1 ag: -1.1; Autofluor 339: 1.1; HER2 expr 66K: 109; E coli RNAP: -1

Results for CCn1c(SCC(=O)Nc2cc(NC(C)=O)ccc2OC)nnc1-c1ccccn1 ?
NADH coupling: 2%; Hsp90 block: -1; D1 allo mod: 1.2; 5HT1a ag: 0.9; M1 antagonist: -1.1; M1 ag: -0.59; Autofluor 339: 1.1; HER2 expr 66K: 108; E coli RNAP: 5

Results for CSc1ccccc1NC(=O)c1onc(C)c1Cl ?
NADH coupling: 5%; Hsp90 block: -2; D1 allo mod: 1.6*; 5HT1a ag: -2.9; M1 antagonist: 0.94; M1 ag: 0.29; Autofluor 339: 1; HER2 expr 66K: 105; E coli RNAP: 5

What do the screens show for `COc1ccc(N2C(=O)C3CCCN3C2c2ccc(F)cc2)cc1Cl` (centres undefined)?
NADH coupling: 2%; Hsp90 block: -2; D1 allo mod: 0.17; 5HT1a ag: 3.3; M1 antagonist: -0.11; M1 ag: 1.3; Autofluor 339: 1.1; HER2 expr 66K: 82; E coli RNAP: 8

What do the screens show for `COc1ccc(-c2nc(C)sc2CC(=O)O)cc1`?
NADH coupling: 5%; Hsp90 block: -3; D1 allo mod: -1.2; 5HT1a ag: -2.3; M1 antagonist: -0.9; M1 ag: 0.99; Autofluor 339: 1; HER2 expr 66K: 103; E coli RNAP: 6

What do the screens show for `C=C(C)CSc1nnc(-c2cccc(Cl)c2)n1N`?
NADH coupling: 3%; D1 allo mod: -0.0042; 5HT1a ag: -1.5; M1 antagonist: 0.65; M1 ag: -0.81; Autofluor 339: 1; HER2 expr 66K: 85; E coli RNAP: 4

What do the screens show for `Cc1ccc(NC(=O)c2cc(S(=O)(=O)N3CCOCC3)ccc2F)c(C)c1`?
NADH coupling: 10%; Hsp90 block: 2; D1 allo mod: 0.11; 5HT1a ag: -1.8; M1 antagonist: 0.8; M1 ag: -0.52; Autofluor 339: 1.1; HER2 expr 66K: 97; E coli RNAP: 1

What do the screens show for `CCOC(=O)c1ccccc1NC(=O)c1cccc2c1C(=O)N(C1CCN(C(=O)OCC)CC1)C2`?
NADH coupling: 3%; Hsp90 block: -3; D1 allo mod: -1.6; 5HT1a ag: -2.4; M1 antagonist: 0.022; M1 ag: -0.085; Autofluor 339: 1.1; HER2 expr 66K: 80; E coli RNAP: 11

What do the screens show for `COc1ccc(S(=O)(=O)N(CC(=O)NCc2ccco2)c2ccccc2)cc1OC`?
NADH coupling: 8%; Hsp90 block: -10; D1 allo mod: -0.3; 5HT1a ag: 1.9; M1 antagonist: 0.42; M1 ag: 0.16; Autofluor 339: 1.1; HER2 expr 66K: 118; E coli RNAP: 3

What do the screens show for `O=C(NCc1ccco1)C1Cc2ccccc2CN1S(=O)(=O)c1ccccc1F` (centres undefined)?
NADH coupling: 2%; Hsp90 block: -10; D1 allo mod: -1.2; 5HT1a ag: -0.8; M1 antagonist: 0.013; M1 ag: -0.36; Autofluor 339: 1.1; HER2 expr 66K: 110; E coli RNAP: 0

How did COC(=O)c1c(N)n(-c2ccc(NC(C)=O)cc2)c2nc3ccccc3nc12 do in these assays?
NADH coupling: 8%[fluoresces]; Hsp90 block: -5; D1 allo mod: -0.06; 5HT1a ag: 1.6; M1 antagonist: -0.4; M1 ag: 0.84; Autofluor 339: 3.8*; HER2 expr 66K: 92; E coli RNAP: -20

What do the screens show for `CSc1nnc2c(n1)OC(c1ccc(C(=O)O)cc1)N(C(C)=O)c1ccccc1-2` (centres undefined)?
NADH coupling: 5%; Hsp90 block: -1; D1 allo mod: 0.11; 5HT1a ag: 0.5; M1 antagonist: 0.16; M1 ag: 0.36; Autofluor 339: 1; HER2 expr 66K: 78; E coli RNAP: 0

Results for CCC(=O)Nc1nc2c(OC)ccc(C)c2s1 ?
NADH coupling: 2%; Hsp90 block: -2; D1 allo mod: 1.2; 5HT1a ag: -0.8; M1 antagonist: 0.01; M1 ag: -0.75; Autofluor 339: 1.2; HER2 expr 66K: 71; E coli RNAP: 4

Results for Cc1cccc(Cn2c(C(C)O)nc3ccccc32)c1 (centres undefined) ?
NADH coupling: 5%; Hsp90 block: -6; D1 allo mod: -0.11; 5HT1a ag: 0.8; M1 antagonist: 0.43; M1 ag: -0.71; Autofluor 339: 1.1; HER2 expr 66K: 100

Results for CC1CCC(NC(=O)CN2CCCN(Cc3ccc(F)cc3Cl)C2=O)CC1 (centres undefined) ?
NADH coupling: 2%; Hsp90 block: 4; D1 allo mod: 0.19; 5HT1a ag: -1.8; M1 antagonist: 0.29; M1 ag: -0.57; Autofluor 339: 1.1; HER2 expr 66K: 87; E coli RNAP: 0

Results for Cn1c(COc2ccccc2)nnc1SCCSc1nnc(COc2ccccc2)n1C ?
NADH coupling: 8%; Hsp90 block: -1; D1 allo mod: 0.56; 5HT1a ag: -2.2; M1 antagonist: -0.38; M1 ag: 1.6; Autofluor 339: 1; HER2 expr 66K: 73; E coli RNAP: 10

What do the screens show for `CCOC(=O)C1CCN(C(=O)CCNC(=O)c2cc(OC)c(OC)c(OC)c2)CC1`?
NADH coupling: 3%; Hsp90 block: -2; D1 allo mod: -0.22; 5HT1a ag: -1.7; M1 antagonist: -0.017; M1 ag: -0.023; Autofluor 339: 1.1; HER2 expr 66K: 127; E coli RNAP: 3

What do the screens show for `CCOC(=O)Cn1c(=O)c2c(nc3n2CCN3Cc2ccccc2)n(C)c1=O`?
NADH coupling: 7%; Hsp90 block: -4; D1 allo mod: -1.6; 5HT1a ag: 2.0; M1 antagonist: -0.39; M1 ag: -0.1; Autofluor 339: 1.2; HER2 expr 66K: 90; E coli RNAP: -4

Results for Cc1c(NC(=O)CSc2nc3ccccc3[nH]2)c(=O)n(-c2ccccc2)n1C ?
NADH coupling: 3%; Hsp90 block: -2; D1 allo mod: -1; 5HT1a ag: -3.7; M1 antagonist: -0.29; M1 ag: 0.59; Autofluor 339: 1.1; HER2 expr 66K: 101; E coli RNAP: 0

Results for Cc1cc2c(c(Sc3ccccc3)n1)C(=O)OC2 ?
NADH coupling: 7%; Hsp90 block: -1; D1 allo mod: 2.5; 5HT1a ag: -3.1; M1 antagonist: -0.19; M1 ag: 0.84; Autofluor 339: 1.1; HER2 expr 66K: 91; E coli RNAP: -5

What do the screens show for `CCc1nnc(NC(=O)CSc2nnc(Cc3ccccc3)o2)s1`?
NADH coupling: 12%; Hsp90 block: -2; D1 allo mod: -0.083; 5HT1a ag: -1.9; M1 antagonist: -0.1; M1 ag: 1.7; Autofluor 339: 0.82; HER2 expr 66K: 106; E coli RNAP: 0
